Assay outcomes deposited in PubChem by several laboratories.
Thrombin inh – thrombin (human) inhibition; P00734; alpha-thrombin, Boc-VPR-AMC fluorogenic substrate cleavage; inhibition, % at 5 µM; hit rate 0.26% among 220,000;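 active means inhibition at or above 40%; inactive means inhibition below 40%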;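 further: 0% = enzyme with no compound and 100% = wells without enzyme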
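signal = AMC fluorescence, 355/460 nm | material = human alpha-thrombin enzyme | control set = enzyme without compound as high, wells lacking enzyme as low | times = reaction at room temperature | read-out basis = percent inhibition scaled between no-compound controls and no-enzyme blanks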
Cl transport mod – KCC2 (human) Cl- transport modulation; hit rate 2.2% among 190,000; B-score of Tl+ flux slope (higher = more flux/activation; lower = inhibition) at 10 µM; AID 1456; KCC2 cells, thallium flux FluoZin-2 fluorescence;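 active means thallium flux slope and its plate-corrected score both differing from the plate sample mean at a set confidence after two filtering rounds, in either direction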;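 further: slope of fluorescence scaled to starting intensity during 10 to 20 s after thallium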
Target sequence (Q9H2X9 whole entry, looked up): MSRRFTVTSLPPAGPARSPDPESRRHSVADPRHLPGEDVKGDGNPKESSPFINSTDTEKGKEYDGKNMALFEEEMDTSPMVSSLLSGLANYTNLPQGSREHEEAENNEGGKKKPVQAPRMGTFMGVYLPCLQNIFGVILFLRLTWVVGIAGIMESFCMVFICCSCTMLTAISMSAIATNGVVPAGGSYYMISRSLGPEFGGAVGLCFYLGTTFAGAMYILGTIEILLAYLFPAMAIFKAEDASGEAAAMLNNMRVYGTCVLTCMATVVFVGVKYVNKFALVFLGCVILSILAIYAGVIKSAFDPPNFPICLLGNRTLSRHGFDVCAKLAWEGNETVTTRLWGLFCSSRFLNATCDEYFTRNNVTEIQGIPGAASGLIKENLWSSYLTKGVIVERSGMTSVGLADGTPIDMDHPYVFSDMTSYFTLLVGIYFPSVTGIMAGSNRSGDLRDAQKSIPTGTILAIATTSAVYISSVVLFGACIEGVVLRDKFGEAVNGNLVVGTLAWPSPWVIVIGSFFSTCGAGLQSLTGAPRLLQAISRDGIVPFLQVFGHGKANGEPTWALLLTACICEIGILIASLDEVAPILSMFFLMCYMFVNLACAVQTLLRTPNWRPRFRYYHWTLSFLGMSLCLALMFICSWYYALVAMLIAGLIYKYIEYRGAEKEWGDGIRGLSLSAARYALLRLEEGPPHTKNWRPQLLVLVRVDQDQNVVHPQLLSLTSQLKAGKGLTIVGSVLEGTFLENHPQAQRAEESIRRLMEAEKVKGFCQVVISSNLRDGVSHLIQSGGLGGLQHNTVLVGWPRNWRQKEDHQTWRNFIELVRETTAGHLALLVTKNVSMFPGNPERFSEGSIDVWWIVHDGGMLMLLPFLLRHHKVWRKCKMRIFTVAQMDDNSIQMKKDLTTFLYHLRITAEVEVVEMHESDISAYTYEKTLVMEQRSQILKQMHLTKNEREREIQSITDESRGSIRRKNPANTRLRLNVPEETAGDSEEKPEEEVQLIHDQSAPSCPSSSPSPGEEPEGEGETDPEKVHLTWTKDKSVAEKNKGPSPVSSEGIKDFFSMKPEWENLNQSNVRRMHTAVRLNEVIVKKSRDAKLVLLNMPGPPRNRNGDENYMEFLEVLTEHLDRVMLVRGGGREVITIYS
EBV gp42 block – inhibitors of Epstein-Barr virus glycoprotein 42 | inhibition, % (tested at 21.74 µM) | Fluorescence polarization binding assay, mP read-out | Q1HVG2 | hit rate 0.42% among 220,000; in the data active means inhibition above about 50%
m-calpain inh – calpain II (pig) inhibition. purified calpain II, fluorogenic peptide substrate, 30 min. inhibition, % at 16 µM. hit rate 0.37% among 220,000;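 active means inhibition above about 50%, limit read from the data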
PPC-1+TRAIL kill – compounds killing PPC-1 cancer cells with TRAIL present (potentiator screen, no TRAIL-free arm). hit rate 0.41% among 220,000. AID 1443. cell killing (% activity), % at 4 µM. PPC-1 cells + TRAIL, ATPLite viability luminescence;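 active means cell killing above 50% in the first pass at 4 µM, then a duplicate retest at 5 µM averaging 50% or more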;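 further: plate controls were cells with TRAIL plus DMSO for no effect and medium-only wells lacking cells for full effect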
TbHK1 inh – blocks Trypanosoma brucei hexokinase 1 activity; hit rate 0.11% among 220,000; recombinant TbHK1, G6PDH-coupled NADH A340; inhibition, % at 10 µM;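 active means inhibition of 50% or more in the single-dose primary screen; inactive means inhibition below 50%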
TRPML3 ag – human mucolipin-3 channel agonism. hit rate 0.29% among 220,000. Q8TDD5. activation, % at 3 µM. HEK293 TRPML3-YFP, Fluo-8 calcium fluorescence; 100% = the carbachol control signal. AID 1448;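 active means activation above its plate's cutoff, the mean activation of the plate's test wells plus 3 SD, cut at about 12% in these data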;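 further: 0% = DMSO only wells and 100% = carbachol wells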
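Test system – HEK293 line with stable expression of human TRPML3-YFP channel · Control set – carbachol 87 µM final as high control (100%), DMSO as low control (0%) · Signal – Fluo-8 calcium dye fluorescence, ex 470-495, em 515-575 nm · Incubation – 1-h 37 °C dye load, 5-s basal, 120-s post-compound reads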
Furin inhibitor – blocks human furin protease activity | purified furin, fluorogenic substrate cleavage | hit rate 0.061% among 220,000 | inhibition, % at 30 µM | P09958; in the data active means inhibition above about 25%; further: inactives centre near -15
zfTRPN1 agonist – agonists of zebrafish TRPN1 channel; AID 1424; HEK293 zebrafish TRPN1-YFP, Fluo-8 calcium fluorescence; 100% = response to 87 µM carbachol; hit rate 0.18% among 220,000; activation, % at 3 µM;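 active means activation above its plate's cutoff, the mean activation of test wells on that plate plus 3 SD, cut at about 19% in these data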;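 further: 0% = DMSO alone and 100% = 87 µM carbachol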
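System: zebrafish TRPN1-YFP in HEK293 cells / Dosing: 3 µM single point / Timing: dye loading 1 h at 37 °C, then 30 min room temperature / Signal: Fluo-8 calcium fluorescence, excitation 470-495 nm, emission 515-575 nm / Read-out basis: percent activation from peak over basal fluorescence ratio, control-normalized / Control set: high carbachol 87 µM, low DMSO alone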
Numbers without * were called inactive; i = inactive; nt = not tested or not shown; [ ] = dose if it differs, or a comment.

SMILES | Thrombin inh | Cl transport mod | EBV gp42 block | m-calpain inh | PPC-1+TRAIL kill | TbHK1 inh | TRPML3 ag | Furin inhibitor | zfTRPN1 agonist
Cc1ccccc1Nc1nc(N)nc(CSc2nnc3ccccn23)n1 | -1 | -0.35 | 2 | -25 | 18 | 3 | 0.9 | -7 | 0.4
Cc1cc(C)n2ncc(/C(N)=N/OC(=O)c3ccccc3F)c2n1 | -5 | 0.5 | -2 | -21 | 14 | -13 | 0.6 | -13 | -0.1
COc1cc(NC(=S)NN2CCN(C)CC2)cc(OC)c1OC | -1 | 1.3 | -4 | 8 | 3 | -2 | 0.3 | -14 | 1.1
CCOc1ccc(OCCOCCOc2c(Cl)cccc2Cl)cc1 | nt | -0.038 | nt | nt | nt | 1 | 0.0 | -17[20 µM] | -0.6
COc1nc(N(C)S(=O)(=O)c2ccc(C)cc2)nc(C)c1Cl | 4 | 0.96 | -17 | 3 | 5 | -3 | 1.0 | -16 | 0.6
O=C1C2CC=CCC2C(=O)N1c1n[nH]c(Cc2ccccc2)n1 (stereo not drawn) | 2 | -0.86 | -9 | -12 | -3 | -7 | 0.1 | -9[20 µM] | 0.1
O=C(Cc1nc2ccccc2[nH]1)N/N=C/c1ccccc1 | -12 | 0.16 | -11 | -3 | 21 | 2 | 1.1 | -22 | 0.1
Cc1nn(CC(=O)Nc2ccc3c(c2)nc2n3CCOC2)c(=O)c2ccccc12 | 0 | nt | -22 | -5 | 9 | -4 | 0.5 | -16[20 µM] | 1.4
CCN(CC)C(=O)C1(P(=O)(c2ccccc2)c2ccccc2)CCC1 | 26 | 0.77 | -1 | 4 | 20 | -1 | -0.7 | -5 | 0.1
CC(=O)CC(c1ccccc1)S(=O)(=O)c1ccc(C)cc1 (stereo not drawn) | 1 | -0.46 | -9 | 3 | 13 | -2 | 0.5 | -11[20 µM] | 0.0
CCC(Sc1nnnn1-c1ccccc1)C(=O)Nc1nc2ccccc2s1 (stereo not drawn) | -2 | -1.4 | 0 | 14 | -25 | 11 | 0.5 | -20[20 µM] | -0.1
Cn1c(Cn2c(=O)sc3ccccc32)nnc1SCc1cccnc1 | -2 | nt | -4 | 1 | 40 | 2 | 0.2 | -17 | -0.1
COCCNCC(=O)C12CC3CC(CC(C3)C1)C2 | -1 | 1.5 | -22 | -12 | 24 | 6 | 0.0 | -15 | -0.1
O=[N+]([O-])c1ccc(N/N=C/c2c[nH]c3ccccc23)c(S(=O)(=O)Nc2ccc(Cl)cc2)c1 | -1 | 0.013 | -28 | -16 | 4 | -16 | 0.2 | -3[20 µM] | -0.7
O=C(c1ccco1)N(Cc1nc2ccccc2c(=O)[nH]1)C1CCCC1 | 5 | 0.28 | -13 | -27 | -34 | 0 | 0.2 | -8 | -0.6
O=c1oc2ccccc2cc1-c1nc2c(s1)CCc1ccccc1-2 | -1 | 0.0098 | -5 | -74 | -6 | 3 | -0.3 | -14 | 0.0
O=C(O)CCc1ccc(-c2cccs2)n1CCc1ccccc1 | -2 | -0.21 | -5 | -65 | -8 | -7 | 0.4 | -16 | 0.2
Cc1c([N+](=O)[O-])c(C(=O)Sc2ccc(Br)cc2)nn1C | -5 | 1.4 | -2 | 20 | 4 | -6 | 1.6 | -24 | 2.2
CCc1ccccc1NC1=NCC(=O)N1Cc1ccc(OC)cc1 | 2 | nt | 9 | 6 | 3 | -7 | -1.2 | -16 | -2.9
CCOc1cc(/C=C2/NC(=O)NC2=O)cc(Br)c1OCc1ccc(C(=O)O)cc1 | 3 | -1.3 | -13 | 42 | 0 | -13 | 0.5 | -10 | 1.1
O=C(C1CCCN(S(=O)(=O)c2cccc3cccnc23)C1)N1CCN(c2ccccc2F)CC1 (stereo not drawn) | 7 | -0.42 | -8 | -9 | 5 | -6 | 1.0 | -20 | 4.8
OCCNc1nc(-c2cccnc2)nc2ccccc12 | -5 | -0.021 | 3 | -12 | 2 | -6 | 0.3 | -15 | 0.9
CCOc1ccc(NC(=O)[C@@H](NC(=O)c2ccccc2)[C@@H](C)CC)cc1 | -21 | 1.2 | -10 | -34 | 11 | -7 | 0.2 | -6[20 µM] | -1.1
Cc1ccc(C)c(NC(=O)c2cnn3ccccc23)c1 | -3 | 0.12 | -13 | -11 | 18 | -3 | 0.5 | -29 | 0.6
CCc1nc(OCc2ccco2)c2sc3nc4c(cc3c2n1)COC(C)(C)C4 | 1 | 1.1 | 1 | 12 | 16 | -10 | 0.3 | -1[20 µM] | 0.8
COc1cc2nc(-c3ccccc3)nc(N3CCCC3)c2cc1OC | 2 | 0.61 | 5 | -84 | 34 | -19 | 0.9 | -16[20 µM] | 0.5
O=C(O)C(Cc1c[nH]c2ccccc12)NS(=O)(=O)c1ccccc1 (stereo not drawn) | 0 | 0.49 | -5 | 0 | 12 | 6 | 1.1 | -14 | 1.4
CC(/C=N/N1C(=O)CSC1=S)=C\c1ccccc1 | -6 | 2.3 | -30 | -21 | 0 | -39 | 0.5 | -11 | 2.4
CNC(=O)Nc1ccc2snnc2c1 | -4 | nt | -21 | -34 | 29 | -16 | 0.0 | -15 | 0.2
CCC(C)(C)NC(=O)C(Sc1ccccc1)c1ccccc1 (stereo not drawn) | -1 | 0.085 | -2 | 26 | 24 | -5 | -1.3 | -16 | -2.0
Cc1ccc(S(=O)(=O)NCCCNc2ccc([N+](=O)[O-])cc2)cc1 | 15 | -0.047 | -7 | 24 | -22 | 7 | -0.1 | 5 | 1.6
Nc1c(Cl)ncnc1N/N=C/c1ccnc2ccccc12 | 2 | 0.49 | -31 | -3 | 40 | -7 | 0.4 | -11 | 1.0
CCOC(=O)c1ccc(COC(=O)c2ccc(-c3nnc(-c4ccccc4)o3)cc2)o1 | nt | 0.11 | nt | nt | nt | -6 | 0.6 | 4[20 µM] | -0.5
CCC(C)NC(=S)Nc1ccccc1OC (stereo not drawn) | -1 | 0.082 | -3 | -5 | 16 | -3 | 0.5 | -25 | 0.9
O=C(CCCN1C(=O)c2ccccc2C1=O)NC1CCCCCC1 | -1 | 0.17 | -7 | 31 | 9 | 4 | 0.6 | -19[20 µM] | 0.6
N#Cc1cc2cc3ccccc3nc2n2c(=O)c3ccccc3nc12 | 0 | i | -55 | -102 | -10 | -2 | 0.0 | -4 | 0.6
Cc1ccc2nc(NCc3ccccc3)c(C=NCc3cccnc3)c(=O)n2c1 | 17 | 0.12 | -4 | -4 | 1 | -13 | 0.1 | -7 | 3.6
Cc1cccc(Oc2nc(-c3ccccn3)nc3ccccc23)c1 | 5 | -2.2 | -10 | -4 | 5 | 0 | -0.1 | -6 | -3.1
Cc1c(C(=O)N2CCc3ccccc3C2)oc2ccc(S(=O)(=O)N3CC(C)CC(C)C3)cc12 (stereo not drawn) | -5 | -2.7 | 6 | 8 | 4 | -4 | 0.5 | -12 | -0.5
CCCCN(CCCC)/C(N)=N/c1nc(C)cc(C)n1 | 0 | -1.1 | 6 | -43 | 17 | 2 | 0.3 | -14 | 1.3

Looked up one by one from above (4):
SMILES | Thrombin inh | Cl transport mod | EBV gp42 block | m-calpain inh | PPC-1+TRAIL kill | TbHK1 inh | TRPML3 ag | Furin inhibitor | zfTRPN1 agonist
Cc1c(C(=O)N2CCc3ccccc3C2)oc2ccc(S(=O)(=O)N3CC(C)CC(C)C3)cc12 (stereo not drawn) | -5 | -2.7 | 6 | 8 | 4 | -4 | 0.5 | -12 | -0.5
O=c1oc2ccccc2cc1-c1nc2c(s1)CCc1ccccc1-2 | -1 | 0.0098 | -5 | -74 | -6 | 3 | -0.3 | -14 | 0.0
CCOc1cc(/C=C2/NC(=O)NC2=O)cc(Br)c1OCc1ccc(C(=O)O)cc1 | 3 | -1.3 | -13 | 42 | 0 | -13 | 0.5 | -10 | 1.1
CC(/C=N/N1C(=O)CSC1=S)=C\c1ccccc1 | -6 | 2.3 | -30 | -21 | 0 | -39 | 0.5 | -11 | 2.4

(further entries)
SMILES | Thrombin inh | Cl transport mod | EBV gp42 block | m-calpain inh | PPC-1+TRAIL kill | TbHK1 inh | TRPML3 ag | Furin inhibitor | zfTRPN1 agonist
COc1ccc(OC)c(NC(=O)c2ccccc2N(Cc2ccccc2)S(C)(=O)=O)c1 | 1 | -0.026 | -10 | -2 | 26 | -2 | 1.2 | -12 | -0.5
O=C(OCc1cnc(Cl)s1)c1ccc(Cl)cc1 | 1 | -0.09 | -27 | -5 | 16 | -3 | -0.7 | -12[20 µM] | -0.8
COc1ccc(NC(=O)COc2ccc(-c3nn(C)c(=O)c4ccccc34)cc2)cc1 | 7 | -0.48 | -7 | 33 | 8 | 2 | 0.4 | 1 | 1.2
O=C(Cc1ccc([N+](=O)[O-])cc1)Nc1cc(C(F)(F)F)cc(C(F)(F)F)c1 | -6 | 0.48 | 3 | -16 | -11 | -13 | 0.8 | -7 | -0.2
O=c1c2cnn(-c3ccc(F)cc3)c2ncn1Cc1ccc(F)cc1 | -1 | 0.21 | 1 | -22 | -3 | 1 | 0.5 | -21[20 µM] | 0.6
N/C(=N\OC(=O)CC1CCCCC1)c1cccc([N+](=O)[O-])c1 | 3 | -0.13 | 7 | -9 | 29 | 30 | 0.4 | 1 | 0.1
Cn1c(=O)oc2cc(S(=O)(=O)NCc3ccco3)ccc21 | -1 | nt | -2 | -14 | -31 | -2 | 0.3 | -43 | 0.8
CCc1ccc(NC(=O)CCn2ccnc2C)cc1 | 5 | 0.75 | -27 | -18 | 11 | -3 | 0.3 | -11[20 µM] | -0.5
COc1cnc(-c2ccccn2)nc1Oc1ccc(Cl)cc1 | -5 | 0.75 | -11 | -8 | 26 | 6 | -0.1 | -13[20 µM] | 0.5
Cc1ccc(N(CC(=O)N/N=C/c2cc(C)n(-c3ccccc3)c2C)S(C)(=O)=O)c(C)c1 | -11 | 0.53 | 4 | -347 | -15 | -19 | -0.6 | -7[20 µM] | -0.7
COc1cccc2c1OCC/C2=N\NC(=O)COc1ccccc1C | -5 | -0.29 | -3 | 5 | 2 | -8 | 0.9 | -10 | -0.3
O=C(Nc1nc(-c2ccc(-c3ccccc3)cc2)cs1)c1cc([N+](=O)[O-])ccc1N1CCOCC1 | 0 | -0.03 | -10 | 7 | 25 | -28 | 0.6 | -31 | 1.5
O=C(NC(=S)Nc1ccc(Oc2ccccc2)cc1)c1ccc(Cl)cc1 | 2 | 31* | -5 | -19 | 29 | 1 | 0.2 | -8[20 µM] | 0.1
CC(C)N(C(=O)Cn1cc(SCC(=O)N2CCCC2)c2ccccc21)C(C)C | -5 | -0.17 | -3 | 21 | -9 | 2 | 0.2 | -8 | -1.9
CSc1nsc(/C=C/Nc2ccc(F)cc2)c1C#N | -8 | -0.71 | -26 | -38 | 16 | -6 | 0.5 | -30 | 2.7
FC(F)(F)c1ccccc1NC(=S)N/N=C1\CC2CC=CC12 (stereo not drawn) | 0 | 13* | -5 | 29 | 13 | 6 | 0.5 | -19 | 1.0
CCC(=O)c1c[nH]c(C(=O)NCc2cccnc2)c1 | 3 | 0.0069 | -6 | -11 | -3 | -1 | 1.1 | -21 | 2.0
COc1ccc(CCNC(=O)c2nnn(CC(=O)Nc3ccccc3C)c2N)cc1OC | 1 | nt | 10 | -5 | 12 | 55* | -0.5 | -4 | 0.2
O=C(NCc1ccncc1)C(=O)Nc1nc(C23CC4CC(CC(C4)C2)C3)cs1 | -8 | 0.24 | 10 | -25 | 7 | -6 | 0.1 | -17 | 1.0
